Source: PubChem (Johns Hopkins Ion Channel Center)
MrgX1 antagonist: antagonists of human MrgX1 receptor. Q96LB2. MRGX1-HEK293 calcium flux, Fluo-4, BAM8-22 antagonism; stronger effect = lower value. B-score at 10 µM. 310,000 compounds, 1.3% hits. AID 588676;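 active = calcium-response B-score plate-corrected more than 3 library SD below zero, starting fluorescence within 5 deviations, no agonist response on first addition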;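 also: peak minus trough fluorescence over baseline after final BAM8-22 challenge near maximal dose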
Target sequence (Q96LB2 whole entry, looked up): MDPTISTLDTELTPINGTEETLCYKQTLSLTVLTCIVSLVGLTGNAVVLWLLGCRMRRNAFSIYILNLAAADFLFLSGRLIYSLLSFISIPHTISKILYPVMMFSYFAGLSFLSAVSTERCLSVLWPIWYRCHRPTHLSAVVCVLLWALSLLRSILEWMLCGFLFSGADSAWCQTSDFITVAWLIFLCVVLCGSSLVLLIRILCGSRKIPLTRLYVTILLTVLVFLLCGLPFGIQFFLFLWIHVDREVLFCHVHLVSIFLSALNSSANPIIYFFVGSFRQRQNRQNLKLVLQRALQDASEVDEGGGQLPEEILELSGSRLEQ
MrgX1 ag: human MrgX1 receptor agonism, primary screen | Q96LB2 | MrgX1-HEK293 cells, Fluo-4 calcium fluorescence, agonist mode; stronger effect = higher value | B-score at 10 µM | 310,000 compounds, 0.44% hits | AID 588627;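 active = calcium response B-score plate-corrected fluorescence ratio at least 3 library SD, with starting fluorescence B-score inside 5 SD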
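Assay system: MrgX1-expressing HEK293 cells / Amount: fifteen thousand cells per well / Doses: test compound in the initial addition of three / Timing: cells plated overnight, dye loaded 0.5 h 37 °C, 0.5 h room temperature / Technique: kinetic calcium dye fluorescence, Fluo-4 NW / Control set: positive and negative controls per plate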
MrgX1 allo act: human MrgX1 positive allosteric modulation, primary screen; Q96LB2; MrgX1-HEK293, Fluo-4 calcium flux, FDSS; stronger effect = higher value; B-score at 10 µM; 310,000 compounds, 0.63% hits; AID 588675;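 active = plate-corrected calcium response at least 3 library SD above typical, normal starting fluorescence, not activating the receptor alone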;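 also: compound read alongside a low EC10 to EC30 dose of BAM8-22 agonist; peak minus trough fluorescence over baseline measured at the second addition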
* = called active by the depositor; i = inactive. These rows are one share of the data, so the mix of outcomes need not match the whole.

SMILES	MrgX1 antagonist	MrgX1 ag	MrgX1 allo act
Cn1c(Cn2c(=O)sc3ccccc32)nnc1SCC(=O)N1CCc2ccccc21	i	i	i
CCOC(=O)c1oc2ccc(Br)cc2c1NC(=O)CN1CCN(C)CC1	i	i	i
Cc1ccc(-c2nn3c(C)nnc3s2)cc1NC(=O)c1ccc(-c2ccc(Cl)cc2Cl)o1	i	i	i
COc1cccc([C@@H]2Oc3ccc(Br)cc3C(=O)[C@H]2OC(=O)NC2CCCC2)c1	i	i	i
CCN(CC)c1ccc(/C=N/Nc2ccc(C)cc2)c(O)c1	i	i	i
CCOc1ccc(NC(=O)CN2CCN(CC(=O)Nc3cc(OC)cc(OC)c3)CC2)cc1	i	i	i
O=C(O)C1=CC[C@@H](c2ccc(Cl)cc2)N(S(=O)(=O)c2ccc(Cl)cc2)C1	i	i	i
CN(CC(=O)N1CCc2ccccc2C1)S(=O)(=O)c1ccc2c(c1)c(=O)n(C)c(=O)n2C	i	i	i
NC(=O)SCC(=O)Nc1ccc(Cl)c(Cl)c1	i	i	i
CN(C)C1=NCCN1CCCC1CCCC1	i	i	i
C#CCOCCOCCOCCNc1nc(N2CCN(C(=O)[C@H]([C@@H](C)CC)n3cc(CCCCN)nn3)CC2)nc(N2CCN(C(=O)[C@H](CCCCN)n3cc(CCC(=O)O)nn3)CC2)n1	i	i	i
CCC1CCCCN1C(=O)COC(=O)c1n[nH]c2ccccc12 (stereo unspecified)	i	i	i
C[C@@H]1NC(=O)c2cc([N+](=O)[O-])cc(I)c2OCC[C@@H](C(=O)NC(CC(=O)O)C(N)=O)NC(=O)[C@H](CCC(=O)O)NC1=O (stereo partly specified)	i	i	i
CC(C)C[C@@H]1NC(=O)[C@H](C(C)C)NC(=O)c2cc([N+](=O)[O-])cc(I)c2OCC[C@@H](C(N)=O)NC1=O	i	i	i
CCOc1cc2c(cc1OCC)C(C(=O)O)C(c1cc(Br)c(O)c(OC)c1)N(C)C2=O (stereo unspecified)	i	i	i
CCn1ccnc1CC1COc2ccccc2O1 (stereo unspecified)	i	i	i
Cc1cc(C(=O)NNCc2ccccc2)no1	i	i	i
COc1ccc2c(c1)O[C@@H](c1cccc(C(F)(F)F)c1)[C@H](OC(=O)Nc1ccc(OC(F)F)cc1)C2=O	i	i	i
CNC(=O)[C@H]1O[C@@H](n2cnc3c(NCc4cccc(I)c4)ncnc32)[C@H](O)[C@@H]1O	i	i	10.5*
COC(=O)C(C(=O)N1CCN(C)CC1)C1CCCCCC1 (stereo unspecified)	i	i	i
Cc1nc2nc(Cc3ccccc3)[nH]n2c(=O)c1Cc1ccccc1	i	i	i
c1ccc(CCCCN2CCN=C2Nc2ccccc2)cc1	i	i	i
O=C(NCCC1=CCCCC1)C1COc2ccccc2O1 (stereo unspecified)	i	i	i
CCCSc1ccc([C@@H]2[C@H]3C(=O)N(CC)C(=O)[C@H]3[C@]3(C(=O)OC)CCCN23)cc1	i	i	i
CCOc1cc(C(=O)N2CCc3cc(OC)c(OC)cc3C2)ccc1OC(F)F	i	i	i
COc1ccc(C(=O)NC(=O)CSc2nnc(-c3ccco3)n2-c2ccccc2)cc1	i	i	i
NC(=S)N/N=C\c1c2ccccc2cc2ccccc12	i	i	i
CC(C)CC(=O)Nc1ccc(C(=O)COc2ccc(-c3nnco3)cc2)cc1	i	i	i
Cc1ccc(O)c(C(=O)c2cnn(C(=O)Cc3csc(C)n3)c2)c1	i	i	i
O=C(C1CC1)N1CCc2cc(Br)cc(S(=O)(=O)N3CCOCC3)c21	i	i	i
CN(C)S(=O)(=O)N1CCC(c2ccc(F)cc2)C(COc2ccc3c(c2)OCO3)C1 (stereo unspecified)	i	i	i
O=c1c(OC2OC(CO)C(O)C(O)C2OC2OC(CO)C(O)C(O)C2O)c(-c2ccc(O)cc2)oc2cc(O)cc(O)c12 (stereo unspecified)	i	i	i
Cc1nnc(NC(=O)c2ccc(-c3cccc(C(F)(F)F)c3)o2)s1	i	i	i
NCCC1CCCC(CCN)N1 (stereo unspecified)	i	i	i
CCOCCCNC(=O)C1CCN(S(=O)(=O)N(CC(C)C)CC(C)C)CC1	i	i	i
Cc1cc(Cl)c(S(=O)(=O)NCC2CCCO2)cc1OCC(N)=O (stereo unspecified)	i	i	i
Cc1ccc(S(=O)(=O)NC(CCc2ccccc2)CC(=O)C(C)(C)C)cc1 (stereo unspecified)	i	i	i
CCOC(=O)c1cnn2c1[nH]c(=O)c1ccccc12	i	i	i
CC(=O)N[C@@H](Cc1c[nH]c2ccccc12)C(=O)OCc1cc(C(F)(F)F)cc(C(F)(F)F)c1	i	i	i
OCC[C@H]1C[C@H](O)[C@@H](O)[C@@]2(CCc3ccccc3CO2)O1	i	i	i

Structures from the list above with a Cl atom, in the order listed:
SMILES	MrgX1 antagonist	MrgX1 ag	MrgX1 allo act
Cc1ccc(-c2nn3c(C)nnc3s2)cc1NC(=O)c1ccc(-c2ccc(Cl)cc2Cl)o1	i	i	i
O=C(O)C1=CC[C@@H](c2ccc(Cl)cc2)N(S(=O)(=O)c2ccc(Cl)cc2)C1	i	i	i
NC(=O)SCC(=O)Nc1ccc(Cl)c(Cl)c1	i	i	i
Cc1cc(Cl)c(S(=O)(=O)NCC2CCCO2)cc1OCC(N)=O (stereo unspecified)	i	i	i

Carrying on:
SMILES	MrgX1 antagonist	MrgX1 ag	MrgX1 allo act
NS(=O)(=O)c1ccc(NC(=O)COC(=O)c2c3c(nc4ccccc24)/C(=C\c2ccc4c(c2)OCO4)CCC3)cc1	i	i	i
CC(C)OC(=O)CN1CCN(S(=O)(=O)c2cc(Cl)ccc2Cl)CC1	i	i	i
CC(C)CCCN1C(N(C)C)=NC[C@@H]1Cc1ccccc1	i	i	i
O=C(/C=C/C=C/c1ccc2c(c1)OCO2)N1CCCCC1	i	i	i
COc1ccc(C2c3[nH]c4ccccc4c3C[C@H]3C(=O)N(c4ccccc4C(=O)N4CCC[C@@H]4C(=O)O)C(=O)N23)cc1 (stereo partly specified)	i	i	i
CCn1c(SCC(=O)c2ccc3c(c2)OCCO3)nnc1C(C)C	-4.65*	i	i
CN1/C(=C/C2CC(=O)NC2=O)C(C)(C)c2ccccc21 (stereo unspecified)	i	i	6.97*
CCCS(=O)(=O)N1CCC(C(=O)NCCCN(CC)c2cccc(C)c2)CC1	i	i	i
COc1cc(/C=C(\C#N)C(=O)c2ccc(O)c(O)c2)cc(I)c1O	i	i	i
O=C(COc1ccccc1Cl)NCc1ccco1	i	i	i
O=C(/C=C/Nc1cccc(C(F)(F)F)c1)C(F)(F)F	i	i	i
C=CCOc1ccc(C2N3CC4(C)CN2CC(CCC)(C3)C4=O)cc1 (stereo unspecified)	i	i	i
CCOC(=O)c1cc(-c2ccccc2C)nn1Cc1cc(CC)no1	i	i	i
COCC(=O)Nc1c(I)c(C(=O)NCC(O)CO)c(I)c(C(=O)N(C)CC(O)CO)c1I (stereo unspecified)	i	i	i
CC1(C)C(C=C(Cl)Cl)C1C(=O)OCc1cccc(Oc2ccccc2)c1 (stereo unspecified)	i	i	i
CC(=O)[C@H]1CC[C@H]2[C@@H]3C=CC4=CC(=O)CC[C@@]4(C)[C@@H]3CC[C@]12C	i	i	i
OCC[C@H]1C[C@@H](O)[C@H](O)[C@@]2(CCc3ccccc3CO2)O1	i	i	i
CCC1CCCCN1S(=O)(=O)c1ccc(C(=O)Nc2nnc(-c3cccs3)o2)cc1 (stereo unspecified)	i	65.2*	i
COc1cc(/C=c2\sc3n(c2=O)C(c2ccccc2)C(c2ccccc2)=NN=3)ccc1O (stereo unspecified)	i	i	i
Cc1ccc(S(=O)(=O)N2[C@@H](c3ccccc3F)C(C(=O)O)=CC[C@H]2c2ccc3c(c2)OCO3)cc1	i	i	14.1*
Cc1ccc(S(=O)(=O)N2[C@@H](c3cccc(Cl)c3)C(C(=O)O)=CC[C@H]2c2cccc(Cl)c2)cc1	i	i	i
Cc1nc2ccc3nc(NC(=O)c4ccc(S(=O)(=O)N5CCOCC5)cc4)sc3c2s1	i	i	i
O=C(COc1cccc2ccccc12)Nc1nc2ccccc2[nH]1	i	i	i
NC(=O)c1cc([N+](=O)[O-])ccc1NCc1ccc(F)cc1	i	i	i
CCCCN(C)C(=O)C1CCN(C/C(C)=C/c2ccccc2)CC1	i	i	i
C#CCOCCOCCOCCNc1nc(N2CCN(C(=O)CCCCCCCCCCNC(=O)[C@@H]([C@H](C)O)n3cc(C)nn3)CC2)nc(N2CCN(C(=O)CCCCCCCCCCNC(=O)[C@@H]([C@H](C)O)n3cc(C)nn3)CC2)n1	i	i	i
CCN(CC)CCNC(=O)C1c2cc(OC)c(OC)cc2C(=O)N2CCc3ccccc3C12 (stereo unspecified)	i	i	i
CCOC(=O)N1CCN(C(=O)CSc2nnc(Cn3c(=O)sc4ccccc43)n2C)CC1	i	i	i
COc1ccc(CNC(=O)C2CCN(C(=O)N3CCOc4ccc(C)cc43)CC2)cc1	i	i	i
CCn1nccc1C(=O)Nc1ccc(S(=O)(=O)NC23CC4CC(CC(C4)C2)C3)cc1	i	i	i
Cc1ccc(N(CC(=O)N2CCN(C3CCCCC3)CC2)S(=O)(=O)c2cccnc2)cc1	-8.76*	i	i
Cc1c(OC(=O)CNC(=O)OC(C)(C)C)ccc2c3c(c(=O)oc12)CCC3	i	i	i
CCOc1cccc(NC(=O)c2ccc(S(=O)(=O)N(C)C)cc2)c1	i	i	i
COC(=O)COc1cccc2c(=O)n(CC(=O)NCCc3ccccc3)ccc12	i	i	i
Cc1cccc(/C(N)=N/OC(=O)COc2ccccc2Cl)c1	i	i	i
O=C(CCc1nc2ccccc2c(=O)[nH]1)NCc1cccc(Cl)c1	i	i	i
O=S(=O)(c1cccs1)N1CCN(CC(O)COc2cc(Cl)ccc2Cl)CC1 (stereo unspecified)	i	i	i
CCOc1cc(C=C(C(=O)OC)C(=O)OC)ccc1OCc1ccc([N+](=O)[O-])cc1	i	i	i
CC(=O)Oc1c(C)c(C)c2c(c1C)CC[C@@](C)(CCC[C@H](C)CCC[C@H](C)CCCC(C)C)O2	i	i	i
O=C(O)CCNS(=O)(=O)c1cccc2nsnc12	i	i	i
CN(C(=O)c1ccccn1)c1nnc(-c2cccnc2)s1	i	i	i
N=c1c2c3c(sc2nc2n1CCCCC2)CCCCC3	i	i	i
CCOc1ccc(-n2nc(C(=O)NCCOC)c3ccccc3c2=O)cc1	i	i	i
CCc1ccc(-c2nc(-c3ccncc3)no2)cc1	i	i	i
Oc1cc2c(cc1O)CN(C(=S)NCCc1ccc(Cl)cc1)CCC2	i	i	i
c1csc(CNc2ccc3c(c2)OCCO3)c1	i	i	i
CN(C)CC/C=C1\c2ccccc2CSc2ccccc21	i	i	i
N=c1n(CC(=O)c2ccc([N+](=O)[O-])cc2)c2ccccc2n1Cc1ccccc1Cl	i	i	i
CCCC1C(=O)N2C(N(C)C)=Nc3ccc(C)cc3N2C1=O (stereo unspecified)	i	i	i
O=C1CCc2cc(S(=O)(=O)NCCC(=O)N3CCN(c4cccc(Cl)c4)CC3)ccc2N1	i	i	i
Cc1nn(CC(=O)NCCN2CCOCC2)c(=O)c2ccccc12	i	i	i
C#CCOCCOCCOCCNc1nc(N2CCN(C(=O)Cn3cc(CCCCN)nn3)CC2)nc(N2CCN(C(=O)[C@H](CCCCN)n3cc(CCC(=O)O)nn3)CC2)n1	i	i	i
C[C@@H]1NC(=O)[C@H](CC(N)=O)NC(=O)c2cc([N+](=O)[O-])cc(I)c2OCC[C@@H](C(=O)NC(CC(=O)O)C(N)=O)NC1=O (stereo partly specified)	i	i	i
Cc1ccc([C@@H]2CC=C(C(=O)O)[C@H](c3ccccc3)N2S(=O)(=O)c2ccc(C)cc2)cc1	i	i	i
CCn1cc(C(=O)NC2CCC(C)CC2)c(=O)c2cc(S(=O)(=O)N3CCCCC3)ccc21 (stereo unspecified)	i	i	i
COc1ccc(Nc2cc(C)nc(N3CCOCC3)n2)cc1	i	i	i
CCOC(=O)N1CCC(NC(=O)c2ccc3c(c2)sc2nc(-c4ccccc4)cn23)CC1	i	i	i
O=C(c1cc(Sc2ccc(Cl)cc2)nc2ccccc12)N1CCN(c2ccccn2)CC1	i	i	i
CCC(c1ccc(O)cc1)C(CC)c1ccc(O)cc1 (stereo unspecified)	i	i	i
N=c1sccn1CC(=O)NCCc1ccc(Cl)cc1Cl	i	i	i

Records above printed as active in MrgX1 ag.
molecule	MrgX1 antagonist	MrgX1 ag
CCC1CCCCN1S(=O)(=O)c1ccc(C(=O)Nc2nnc(-c3cccs3)o2)cc1 (stereo unspecified)	i	65.2*

Entries of single compounds, quoted from the list. Order of values: MrgX1 antagonist, MrgX1 ag, MrgX1 allo act
Cc1ccc([C@@H]2CC=C(C(=O)O)[C@H](c3ccccc3)N2S(=O)(=O)c2ccc(C)cc2)cc1 reads i, i, i
CN(C)CC/C=C1\c2ccccc2CSc2ccccc21 reads i, i, i
N=c1c2c3c(sc2nc2n1CCCCC2)CCCCC3 reads i, i, i
